# M5 antag: CHRM5 antagonism in calcium assay; P08912; CHO-hM5 cells, Fluo-8 calcium fluorescence, ACh EC80; inhibition, % at 3 µM; 0.59% of 360,000 active;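 active = inhibition above a per-plate cutoff, the mean of that plate's test compounds plus 3 SD, cut at about 27% in these data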;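 also: 0% = acetylcholine EC80 with DMSO and 100% = DMSO without agonist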
# Target sequence (P08912 whole entry, looked up): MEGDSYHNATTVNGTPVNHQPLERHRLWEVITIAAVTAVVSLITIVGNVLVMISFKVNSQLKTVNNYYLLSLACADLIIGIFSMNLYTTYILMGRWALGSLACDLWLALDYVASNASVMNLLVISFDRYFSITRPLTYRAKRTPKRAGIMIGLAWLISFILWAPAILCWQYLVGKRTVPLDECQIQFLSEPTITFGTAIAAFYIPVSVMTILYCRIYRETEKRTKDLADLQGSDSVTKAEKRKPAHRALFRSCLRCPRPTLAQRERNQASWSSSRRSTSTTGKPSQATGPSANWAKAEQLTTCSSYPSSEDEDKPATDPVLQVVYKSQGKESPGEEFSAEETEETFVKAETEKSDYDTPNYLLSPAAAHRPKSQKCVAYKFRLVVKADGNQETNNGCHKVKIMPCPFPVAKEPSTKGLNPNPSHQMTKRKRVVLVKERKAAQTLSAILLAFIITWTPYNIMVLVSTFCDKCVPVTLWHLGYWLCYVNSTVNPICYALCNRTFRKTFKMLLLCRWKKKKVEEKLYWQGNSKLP
# CRFR2-BP ag: agonists of human CRF-binding protein/CRF-R2 receptor complex | AID 588473 | 0.46% of 350,000 active | activation, % at 13.2 µM | HEK293 CRF-R2/CRF-BP, calcium dye fluorescence (FLIPR); percent of saturating CRF peptide response;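 active = activation of at least 50%, plus an integration ratio under a set limit after plate pattern correction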;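 also: plate controls were neutral control wells without compound for no effect and CRF at EC100 for full effect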
# CHRM4 PAM: positive allosteric modulators of human muscarinic M4 receptor; activation, % at 3 µM; P08173; CHO-K1 hM4/Gqi5, Fluo-8 calcium fluorescence, ACh EC20; 0% = ACh EC20, 100% = maximal ACh; 0.4% of 360,000 active;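 active = activation above its plate's cutoff, the mean activation of sample wells plus 3 SD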; also: some results filed as inactive read as strong as hits
# Target sequence (P08173 whole entry, looked up): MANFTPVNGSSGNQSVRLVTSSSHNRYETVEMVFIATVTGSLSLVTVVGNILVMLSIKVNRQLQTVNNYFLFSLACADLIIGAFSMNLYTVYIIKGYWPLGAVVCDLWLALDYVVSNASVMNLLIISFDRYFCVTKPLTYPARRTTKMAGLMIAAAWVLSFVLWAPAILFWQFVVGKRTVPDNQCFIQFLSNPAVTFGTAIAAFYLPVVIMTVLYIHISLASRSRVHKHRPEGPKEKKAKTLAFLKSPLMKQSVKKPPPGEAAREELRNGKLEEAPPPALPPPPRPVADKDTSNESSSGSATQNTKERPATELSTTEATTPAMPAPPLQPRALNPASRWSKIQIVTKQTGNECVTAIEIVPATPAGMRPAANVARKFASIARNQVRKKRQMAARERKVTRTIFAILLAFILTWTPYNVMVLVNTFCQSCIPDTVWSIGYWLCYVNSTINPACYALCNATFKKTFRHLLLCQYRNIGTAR
# M4 antag: blocks acetylcholine activation of human M4 receptor; P08173; CHO-hM4 cells, ACh EC80, Fluo-8 calcium fluorescence; inhibition, % at 3 µM; 0.73% of 360,000 active;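 active = inhibition above its plate's cutoff, the mean inhibition of sample wells plus 3 SD, cut at about 27% in these data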;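 also: 0% = acetylcholine EC80 with DMSO and 100% = DMSO without agonist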
# M5 ag: agonists of human muscarinic M5 receptor (CHRM5). P08912. CHO-K1 hM5 cells, Fluo-8 calcium fluorescence; 0% DMSO wells, 100% maximal acetylcholine response. activation, % at 3 µM. 0.19% of 360,000 active. AID 624037;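 active = activation above the run's mean over test compounds plus 3 SD, cut at about 23% in these data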;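 also: signal is peak over basal fluorescence ratio across the kinetic read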
# M4 ag: agonists of human muscarinic M4 receptor (CHRM4); AID 624127; activation, % at 3 µM; CHO-K1 hM4/Gqi5, Fluo-8 calcium fluorescence; vehicle 0%, full acetylcholine response 100%; 0.14% of 360,000 active;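 active = activation above the run mean over all test wells plus 3 SD, cut at about 32% in these data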;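 also: peak over basal fluorescence ratio per well then scaled between controls; 0% = DMSO wells and 100% = acetylcholine at EC100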
# CHRM5 PAM: potentiates acetylcholine response at human M5 receptor | 0.3% of 360,000 active | activation, % at 3 µM | P08912 | CHO-K1 hM5, Fluo-8 calcium, ACh EC20 PAM; 0% = ACh EC20, 100% = ACh EC100;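 active = activation above the run cutoff, the mean activation of all test compounds plus 3 SD, cut at about 18% in these data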
#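 Assay system: CHO-K1 hM5 cells. Also added: acetylcholine at EC20 concentration, added after compound. Dosing: 3 µM, single dose. Times: compound preincubation 140 s before EC20 acetylcholine addition. Signal: Fluo-8 calcium fluorescence. Measure: % activation relative to EC20 and EC100 ACh responses. Repeats: singlicate, one well per test compound.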
# CHRM1 antagonist: antagonists of human M1 muscarinic receptor; P11229; CHO-K1 hM1, Fluo-8 calcium fluorescence, ACh EC80 antagonist; inhibition, % at 3 µM; 1.3% of 360,000 active; AID 588852;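 active = percent inhibition above its own plate's cutoff, namely the mean of that plate's compound wells plus 3 SD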;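 also: peak over basal fluorescence ratio during 140 s after agonist addition; 0% = ACh EC80 plus DMSO and 100% = DMSO alone without agonist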
# M1 PAM: human CHRM1 positive allosteric modulation. CHO-K1 hM1, Fluo-8 calcium fluorescence, ACh EC20; 0% = ACh EC20, 100% = maximal ACh. 0.088% of 360,000 active. AID 588819. activation, % at 3 µM; in the data active = activation above about 19%, passing the limit was not always enough
# * = called active by the depositor; . = no result given.
SMILES,M5 antag,CRFR2-BP ag,CHRM4 PAM,M4 antag,M5 ag,M4 ag,CHRM5 PAM,CHRM1 antagonist,M1 PAM
Clc1ccc(Oc2cnc3ccccc3n2)cc1,-2,-0.5,3,-3,-1,-2,3,7,-1
CCC(=O)Nc1sc(C(=O)Nc2ccccc2F)c(C)c1C(=O)OC,-4,2.1,-7,-7,-4,2,-5,9,-14
COc1ccc(OC)c(CN2C(=O)c3ccccc3C2c2nnnn2-c2ccc3c(c2)OCCO3)c1 (centres undefined),-1,.,3,-7,6,2,0,.,.
COc1ccc(NC(=O)c2nc[nH]c2C(=O)NCc2ccccc2)cc1,12,-1.6,0,-2,-1,0,1,-8,12
Cc1ccccc1C(=O)c1cccn1CC(=O)N1CCCCC1,5,-0.2,-4,13,-5,1,1,-10,5
Cc1cc(C(=O)COC(=O)C2CC2)c(C)n1-c1ccc(F)cc1,-1,-3.5,-7,2,-7,-1,-11,1,-2
COCCn1c(C)cc(C(=O)COC(=O)CNC(=O)c2ccco2)c1C,0,-0.1,2,-4,0,0,2,-4,3
CNc1ccc(Br)cc(C(=O)/C=C/c2cccc(Cl)c2Cl)c1=O,10,-1.5,-3,12,1,1,12,-1,11
C/C(CC(=O)Nc1ccc(OCc2ccccc2)cc1)=N\NC(=O)C(=O)Nc1ccccc1C,1,-1.0,-5,-5,-4,3,-6,-8,-4
CCC(=O)N1c2ccc(S(=O)(=O)CCC(=O)NCCC3=CCCCC3)cc2CC1C (centres undefined),9,-1.9,-6,-1,-4,6,-11,14,-8
COc1ccc2nc(SCC(C)=O)c(C#N)cc2c1,10,1.9,0,2,-1,0,-3,8,1
O=C(COC(=O)CNC(=O)c1ccccc1Cl)Nc1ccccc1Cl,10,-2.7,5,6,2,0,3,-13,17
COC(=O)Cc1c(C)c2c(OCc3nn[nH]n3)cc(C)cc2oc1=O,4,0.1,11,-12,-5,1,-12,7,-2
CCOC(=O)c1c(CN(C)C)oc2cc(CN(C)C)c(O)c(CSc3ccccc3)c12,7,1.9,15,-6,-4,2,-1,-14,8
CC1Cc2ccccc2N1C(=O)CN1CCC(C(N)=O)CC1 (centres undefined),14,0.8,-4,-1,-3,-1,-3,-11,10
COc1ccc(C(=O)/C=C/c2ccc(-c3ccccc3)cc2)cc1CSCC(=O)O,3,.,0,1,6,14,4,-7,4
O=[N+]([O-])c1ccccc1C=NNc1ccccc1,14,-3.2,-2,6,-4,-1,1,2,0
Cc1ccc(C(=O)O/N=C(\N)c2ccc(Br)cc2)cc1C,-5,-0.9,-6,6,-10,1,-1,-21,9
CC(C)(C)CC(=O)NCc1cccs1,8,0.4,-11,7,2,15,-12,2,3
COc1ccc(C=C(C#N)c2ccc(OC)cc2)cc1,5,1.0,-5,1,0,0,-2,-1,-2
O=C(NCc1cccs1)C1CC(=O)N(Cc2ccccc2)C1 (centres undefined),-2,1.5,4,-5,0,1,2,-9,5
CC(C)(C)NNC(=S)Nc1cccc(F)c1,0,-0.4,-21,-7,-1,7,-11,-1,3
O=C(NCCc1ccco1)C(=O)NCC1CCCN1S(=O)(=O)c1ccccc1 (centres undefined),-4,-0.5,-13,8,3,14,-9,10,-6
Cc1ccccc1OC1CCN(C(=O)c2cc(COc3ccccc3)on2)CC1,4,1.7,-1,-4,-1,1,-4,12,3
O=C(C[n+]1cc[nH]c1)c1ccc(Cl)cc1,-4,1.7,2,2,0,0,5,-22,12
CC(=O)Nc1ccccc1C(=O)C(=O)Nc1ccc(C(=O)N2CCOCC2)cc1,4,4.4,-8,9,4,0,3,0,4
Cc1nc(C(=O)N2CCc3c([nH]c4ccccc34)C2c2ccccn2)cs1 (centres undefined),3,1.6,-3,3,-6,1,0,-1,10
CCOC(=O)c1[nH]c(C)c(C(=O)NC2CCCCCC2)c1C,-7,1.0,1,-5,-1,1,0,-10,6
CCCn1c(=O)c(C(=O)Nc2ccccc2N)c(O)c2ccccc21,0,-1.4,1,3,-1,0,-1,-7,-3
O=C1CCc2nc3ccccc3c(=O)n2N1,-8,-1.0,4,10,-3,1,-3,-25,-2
CC(=O)N1CCOc2ccc(S(=O)(=O)N3CCN(c4cccc(C(F)(F)F)c4)CC3)cc21,19,4.0,2,8,-4,6,-4,-10,8
COc1cc(S(=O)(=O)NCc2ccncc2)c(OC)cc1C,1,0.7,1,-3,-1,2,4,2,1
Cc1ccc(NC(=O)Cn2cnc3c(OCc4ccccc4)ncnc32)cc1C,-1,-0.9,7,-8,0,3,1,-14,10
Cn1c2ccccc2c(=O)c2c(=O)n(-c3ccccc3)c(-c3ccc(C(C)(C)C)cc3)nc21,8,0.5,3,-4,6,0,4,-16,10
Cc1ccc(-n2nnnc2SCC(=O)NC2CCCc3ccccc32)c(C)c1 (centres undefined),13,2.5,-6,-5,-4,2,-11,2,-3
Cc1ccc(O)c(C(=O)c2cc(C#N)c(=O)n(CC3CCCO3)c2)c1 (centres undefined),10,-4.5,2,6,3,4,-5,8,-3
Clc1ccccc1CN1CCC(Cc2ccccc2)CC1,8,0.2,0,-11,-6,-1,-7,17,-23
C/C(=N\NC(=O)c1cccs1)C(C)(C)C,-4,3.1,1,-11,-3,0,-4,-7,1
S=C(NC1CC1)NC1CCCc2ccccc21 (centres undefined),-14,-1.8,10,-19,-5,1,-1,-4,-2
N#Cc1ccc(NC(=O)c2cc(S(=O)(=O)N3CCOCC3)ccc2N2CCCC2)cc1,-11,0.4,-6,-1,-4,3,8,-1,-3
COc1ccc(OC)c(S(=O)(=O)N/N=C\c2cn(CC(N)=O)c3ccccc23)c1,0,-0.1,17,-7,-4,1,-3,-23,12
CCCN(CCC)C(=O)CSc1nc2n[nH]c(C)c2c(=N)n1-c1ccc(OC)cc1,8,-2.6,1,-5,-5,-1,-1,-15,-1
CCC(=O)Nc1ccc(Cl)c(NC(=S)NC(=O)COc2ccc(Cl)cc2)c1,-5,2.9,1,1,0,1,3,-10,13
NC1=NC(=O)S/C1=C\c1ccc(F)cc1,4,-1.2,11,-17,-1,1,13,-3,6
CN1CCN(C(=O)/C=C\c2ccc(Cl)cc2)CC1,3,-0.8,7,-2,1,1,1,-7,5
O=C(c1cccc(S(=O)(=O)N2CCOCC2)c1)N1CCCC(C(F)(F)F)C1 (centres undefined),-5,-0.4,3,4,5,1,1,-8,6
Cc1onc(-c2ccccc2)c1C(=O)N=C(N)c1ccc(C(F)(F)F)cc1,12,-0.1,-7,12,-7,0,-4,-14,5
CCOc1ccc(-c2nnc(SCc3nnc(-c4ccccc4)o3)n2-c2ccccc2F)cc1,-1,0.7,0,-12,-3,7,-10,-14,3
COc1ccc(C)cc1NC(=O)COC(=O)C1COc2ccccc2O1 (centres undefined),0,1.2,4,3,4,0,-3,-3,1
COc1ccc(Cl)cc1S(=O)(=O)NC(C)C(=O)NCc1ccccn1 (centres undefined),12,0.7,-2,3,-2,0,-6,-4,7
O=C(CN1CCN(c2ccc(O)cc2)CC1)N(C1CC1)C1CCS(=O)(=O)C1 (centres undefined),8,33,4,1,2,1,1,-7,5
C/C(Cn1ncc(N2CCOCC2)c(Cl)c1=O)=N\O,10,-1.1,-3,2,-2,1,3,-7,8
O=C(CCn1ccc2cc(S(=O)(=O)N3CCCC3)ccc21)NCc1ccccc1F,8,0.1,-4,7,0,2,-2,-7,4
CCCc1nc2sc3c(SCC(=O)NCc4ccco4)ncnc3c2c2c1CCC2,-4,-0.2,6,-2,-2,3,0,-11,9
Cc1nn(-c2ccccc2)c2c1C(c1cccnc1)N1C=C(S(=O)(=O)N3CCCCC3)C=CC1=N2 (centres undefined),4,-1.2,5,-16,-3,2,-1,-44,9
O=C(CNC(=O)c1ccco1)NCCCc1ccccc1,2,-0.5,3,-3,1,0,-6,0,0
O=C(CSc1nccn1-c1ncc(C(F)(F)F)cc1Cl)c1ccc(Cl)cc1,-3,-2.3,8,-3,-3,0,0,-13,7
Cc1nn(Cc2ccc(F)cc2Cl)c(C)c1[N+](=O)[O-],4,-1.8,12,-15,-3,-1,2,-17,13
Cc1cccc(NC(=S)NC2CCCC2)c1C,-6,0.0,-6,9,-12,0,5,-16,7
CCN1C=CC2=C(C#N)C(N)C(C#N)(C#N)C(c3ccccc3C(F)(F)F)C2C1 (centres undefined),3,28,9,6,-7,2,-13,1,3

# The list goes on; the last 4 above are carried over.
SMILES,M5 antag,CRFR2-BP ag,CHRM4 PAM,M4 antag,M5 ag,M4 ag,CHRM5 PAM,CHRM1 antagonist,M1 PAM
O=C(CSc1nccn1-c1ncc(C(F)(F)F)cc1Cl)c1ccc(Cl)cc1,-3,-2.3,8,-3,-3,0,0,-13,7
Cc1nn(Cc2ccc(F)cc2Cl)c(C)c1[N+](=O)[O-],4,-1.8,12,-15,-3,-1,2,-17,13
Cc1cccc(NC(=S)NC2CCCC2)c1C,-6,0.0,-6,9,-12,0,5,-16,7
CCN1C=CC2=C(C#N)C(N)C(C#N)(C#N)C(c3ccccc3C(F)(F)F)C2C1 (centres undefined),3,28,9,6,-7,2,-13,1,3
CC1CCCCC1NC(=O)COC(=O)c1c2c(nc3ccccc13)/C(=C/c1ccco1)CC2 (centres undefined),-12,0.1,2,-11,0,3,4,-12,6
CCS(=O)(=O)n1nc(C(=O)N2CCOCC2)nc1N,6,-3.2,3,-8,-2,0,7,-6,5
CCOC(=O)CCC(=O)NNC(=O)COc1ccc(C(C)C)cc1Br,-2,0.6,16,0,1,2,12,3,3
O=S(=O)(Cc1ccccc1)NCC1CCCN(Cc2ccc3nonc3c2)C1 (centres undefined),4,-3.0,-3,1,1,1,-4,-6,0
Cc1ccccc1C(=O)OC1CCCN(C)C1 (centres undefined),7,0.7,-9,10,-15,0,-12,11,-11
CN(Cc1ccccc1)C(=O)c1cccc(NC(=O)c2ccco2)c1,-5,-0.6,1,-11,-3,3,7,-7,5
Cc1cc(C(=O)Nc2ccc(Br)cn2)sc1C,1,-1.6,0,7,-3,0,-1,-5,4
O=C(N/N=C/c1cc(Cl)cc([N+](=O)[O-])c1O)c1cccc(S(=O)(=O)N2CCOCC2)c1,0,-1.9,-1,12,2,-1,-1,-5,1
CC(=O)Nc1cccc(C(=O)N/N=C/c2ccccc2F)c1,0,0.7,-2,7,-2,1,2,5,1
CC(C)(C)N1CC(C(=O)Nc2ccc(S(N)(=O)=O)cc2)CC1=O (centres undefined),-12,-1.2,-2,-6,4,0,0,-16,4
Cn1cc(Cl)c(C(=O)Nc2cccc(Cl)c2Cl)n1,10,-2.2,3,9,-2,1,-2,-4,2
CCc1ccc(S(=O)(=O)N2CCN(c3ncccn3)CC2)cc1,0,0.4,-5,0,1,1,1,17,-11
COC(=O)c1cccnc1-n1c(=O)c2cccnc2n(Cc2cccc(OC)c2)c1=O,3,-5.2,1,-2,1,1,-5,-12,14

# Some of the entries above, reformatted:
M5 antag | CRFR2-BP ag | CHRM4 PAM | M4 antag | M5 ag | M4 ag | CHRM5 PAM | CHRM1 antagonist | M1 PAM | compound
6 | -3.2 | 3 | -8 | -2 | 0 | 7 | -6 | 5 | CCS(=O)(=O)n1nc(C(=O)N2CCOCC2)nc1N
-2 | 0.6 | 16 | 0 | 1 | 2 | 12 | 3 | 3 | CCOC(=O)CCC(=O)NNC(=O)COc1ccc(C(C)C)cc1Br

# Bioassay records (PubChem BioAssay)
